Screens (PubChem)
NSD2 inh: blocks human NSD2 histone methyltransferase activity. O96028. hit rate 0.07% among 44,000. NSD2-SET H3K36me1 DELFIA fluorescence, biochemical. inhibition, % at 12.5 µM. AID 624260; in the data active = inhibition above about 54%, passing the limit was not always enough;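 also: inhibitors reduce the monomethyl H3K36 fluorescence signal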
Target sequence (O96028 whole entry, looked up): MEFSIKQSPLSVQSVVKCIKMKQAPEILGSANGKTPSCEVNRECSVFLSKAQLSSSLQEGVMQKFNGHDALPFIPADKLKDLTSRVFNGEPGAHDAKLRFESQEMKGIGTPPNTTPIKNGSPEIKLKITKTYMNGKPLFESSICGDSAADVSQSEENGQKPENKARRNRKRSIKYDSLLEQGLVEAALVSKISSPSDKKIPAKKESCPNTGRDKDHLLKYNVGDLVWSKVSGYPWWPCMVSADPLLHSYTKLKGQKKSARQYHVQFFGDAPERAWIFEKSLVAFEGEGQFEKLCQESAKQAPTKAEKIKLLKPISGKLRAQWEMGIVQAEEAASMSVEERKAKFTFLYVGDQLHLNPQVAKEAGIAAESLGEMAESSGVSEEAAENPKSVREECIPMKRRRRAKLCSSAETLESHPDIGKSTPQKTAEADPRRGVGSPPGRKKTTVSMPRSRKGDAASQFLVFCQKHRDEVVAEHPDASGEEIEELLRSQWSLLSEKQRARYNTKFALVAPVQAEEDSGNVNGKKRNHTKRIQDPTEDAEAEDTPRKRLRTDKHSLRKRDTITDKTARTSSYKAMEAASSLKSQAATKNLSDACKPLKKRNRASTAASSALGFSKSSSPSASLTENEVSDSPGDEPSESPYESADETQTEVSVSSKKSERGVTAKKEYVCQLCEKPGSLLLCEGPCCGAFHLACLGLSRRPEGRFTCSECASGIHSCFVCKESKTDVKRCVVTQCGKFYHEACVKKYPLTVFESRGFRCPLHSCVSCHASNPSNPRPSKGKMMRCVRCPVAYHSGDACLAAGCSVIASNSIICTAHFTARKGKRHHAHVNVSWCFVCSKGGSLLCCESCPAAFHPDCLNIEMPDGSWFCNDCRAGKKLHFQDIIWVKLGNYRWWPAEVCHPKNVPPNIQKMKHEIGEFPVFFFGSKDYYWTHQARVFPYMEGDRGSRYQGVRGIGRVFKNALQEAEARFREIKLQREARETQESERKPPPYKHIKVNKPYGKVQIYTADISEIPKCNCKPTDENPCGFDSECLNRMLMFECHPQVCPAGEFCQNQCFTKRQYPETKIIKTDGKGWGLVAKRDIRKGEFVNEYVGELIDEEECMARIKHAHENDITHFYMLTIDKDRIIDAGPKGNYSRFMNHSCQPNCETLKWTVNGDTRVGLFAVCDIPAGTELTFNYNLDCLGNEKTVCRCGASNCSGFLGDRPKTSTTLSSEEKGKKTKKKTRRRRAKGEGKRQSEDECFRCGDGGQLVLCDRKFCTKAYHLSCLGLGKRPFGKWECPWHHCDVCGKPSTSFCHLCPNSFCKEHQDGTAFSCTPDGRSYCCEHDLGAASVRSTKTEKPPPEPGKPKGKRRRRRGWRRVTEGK
* marks the source's active call; other numbers are inactive results.

SMILES	NSD2 inh
C[C@@H]1CN([C@@H](C)CO)C(=O)c2cccc(NC(=O)c3ccc(-c4nccs4)cc3)c2O[C@@H]1CN(C)Cc1ccc(Cl)c(Cl)c1	0
Cc1ccccc1-c1ccc2c(c1)O[C@H](CN(C)C(=O)Nc1ccc(F)cc1)[C@H](C)CN([C@@H](C)CO)S2(=O)=O	-2
C[C@H]1CN([C@@H](C)CO)C(=O)Cc2cc(N(C)C)ccc2O[C@@H]1CN(C)S(=O)(=O)c1ccc(F)cc1	-3
COc1cc(CO)cc(I)c1O[C@H]1C=C(C(=O)NCCO)C[C@@H](N(C(=O)c2cc3ccccc3oc2=O)C2CCCCCC2)[C@@H]1O	0
O=C1O[C@H](c2ccccc2)[C@H](c2ccccc2)N2[C@H]1[C@@H](C(=O)N1CCCCCCC1)[C@]1(C(=O)Nc3ccc(C#CC4=CCCCC4)cc31)[C@H]2c1ccc(OCCO)cc1	-3
C[C@@H]1CN([C@@H](C)CO)C(=O)c2cc(C#CCN(C)C)cnc2O[C@H]1CN(C)S(C)(=O)=O	15
CNC[C@@H]1Oc2ncc(C#Cc3ccc(F)cc3)cc2C(=O)N([C@H](C)CO)C[C@@H]1C	2
C[C@@H]1CCCCO[C@@H](CN(C)S(=O)(=O)c2cn(C)cn2)[C@H](C)CN([C@H](C)CO)C(=O)c2cc(NS(C)(=O)=O)ccc2O1	-3
C[C@H]1CN([C@@H](C)CO)C(=O)c2cccc(NS(=O)(=O)c3ccc(Cl)cc3)c2O[C@H]1CN(C)S(=O)(=O)c1cccs1	-2
C[C@H](CO)N1C[C@H](C)[C@@H](CN(C)S(=O)(=O)c2cccs2)Oc2c(NC(=O)C3CC3)cccc2C1=O	-2
C[C@@H]1CN([C@@H](C)CO)C(=O)c2cc(NS(=O)(=O)c3cn(C)cn3)ccc2O[C@H]1CN(C)C(=O)Nc1ccccc1	0
COc1ccc(NC(=O)Nc2ccc3c(c2)C(=O)N([C@@H](C)CO)C[C@@H](C)[C@H](CN(C)C(=O)CCC(F)(F)F)OCCCC[C@@H](C)O3)cc1	-2
COc1ccc(CN(C)C[C@H]2Oc3ccc(NS(=O)(=O)c4ccccc4)cc3CC(=O)N([C@H](C)CO)C[C@@H]2C)cc1	3
Cc1ccc(S(=O)(=O)Nc2ccc3c(c2)C(=O)N([C@@H](C)CO)C[C@@H](C)[C@@H](CN(C)Cc2ccncc2)O3)cc1	6
O=C(NCc1nc2ccccc2[nH]1)C1=C[C@H](C2CC2)C[C@H](OCCCCO)O1	3
COCC(=O)N(C)C[C@@H]1Oc2cc(-c3ccc(OC)cc3)ccc2S(=O)(=O)N([C@@H](C)CO)C[C@H]1C	1
CCC(=O)N(C)C[C@H]1Oc2ncc(-c3ccccc3OC)cc2C(=O)N([C@H](C)CO)C[C@H]1C	-4
C[C@H](CO)N1C[C@H](C)[C@H](CN(C)C(=O)c2ccc(F)cc2)OCc2ccccc2-c2ccccc2C1=O	0
C[C@@H]1CCCCO[C@@H](CN(C)S(C)(=O)=O)[C@H](C)CN([C@H](C)CO)C(=O)c2cc(NC(=O)Nc3ccc(C(F)(F)F)cc3)ccc2O1	-6
COc1cccc(-c2ccc3c(c2)O[C@H](CN(C)Cc2cccnc2)[C@H](C)CN([C@H](C)CO)S3(=O)=O)c1	5
C[C@H]1CN([C@@H](C)CO)S(=O)(=O)c2ccc(-c3cncnc3)cc2O[C@@H]1CN(C)C(=O)c1cccc(F)c1	-1
C[C@@H]1CN([C@@H](C)CO)C(=O)CCCn2nncc2CO[C@H]1CN(C)C(=O)c1cc(-c2ccccc2)on1	5
C[C@@H]1CN([C@H](C)CO)C(=O)c2cc(NS(=O)(=O)c3ccc(Cl)cc3)ccc2O[C@@H]1CN(C)Cc1ccc(-c2ccccc2)cc1	-8
C[C@H](CO)N1C[C@H](C)[C@H](CN(C)C(=O)Nc2cccc(F)c2)Oc2ncc(C#CCN(C)C)cc2C1=O	4
Cc1ccc(S(=O)(=O)N(C)C[C@H]2Oc3cc(-c4cccc(F)c4)ccc3S(=O)(=O)N([C@@H](C)CO)C[C@@H]2C)cc1	11
C[C@@H]1CN([C@@H](C)CO)C(=O)c2cc(-c3cccc(F)c3)cnc2O[C@H]1CN(C)Cc1cccnc1	1
CCCNC(=O)C[C@@H]1C[C@@H]2c3cc(NC(=O)C4CCOCC4)ccc3O[C@@H]2[C@@H](CO)O1	8
Cc1ccccc1-c1cnc2c(c1)C(=O)N([C@@H](C)CO)C[C@H](C)[C@@H](CN(C)C(=O)c1ccncc1)O2	1
C[C@H](CO)N1C[C@H](C)[C@H](CN(C)S(=O)(=O)c2ccccc2)OCCCC[C@H](C)Oc2ccc(NC(=O)c3ccncc3)cc2C1=O	-1
C[C@@H]1CN([C@@H](C)CO)C(=O)c2cc(NC(=O)NC3CCCCC3)ccc2O[C@@H]1CN(C)S(=O)(=O)c1cccs1	-5

7 compounds drawn at random from the list so far, as already listed:
SMILES	NSD2 inh
C[C@@H]1CN([C@H](C)CO)C(=O)c2cc(NS(=O)(=O)c3ccc(Cl)cc3)ccc2O[C@@H]1CN(C)Cc1ccc(-c2ccccc2)cc1	-8
Cc1ccccc1-c1cnc2c(c1)C(=O)N([C@@H](C)CO)C[C@H](C)[C@@H](CN(C)C(=O)c1ccncc1)O2	1
C[C@H](CO)N1C[C@H](C)[C@H](CN(C)C(=O)c2ccc(F)cc2)OCc2ccccc2-c2ccccc2C1=O	0
COc1cccc(-c2ccc3c(c2)O[C@H](CN(C)Cc2cccnc2)[C@H](C)CN([C@H](C)CO)S3(=O)=O)c1	5
C[C@H](CO)N1C[C@H](C)[C@H](CN(C)S(=O)(=O)c2ccccc2)OCCCC[C@H](C)Oc2ccc(NC(=O)c3ccncc3)cc2C1=O	-1
C[C@H]1CN([C@@H](C)CO)S(=O)(=O)c2ccc(-c3cncnc3)cc2O[C@@H]1CN(C)C(=O)c1cccc(F)c1	-1
C[C@@H]1CN([C@@H](C)CO)C(=O)c2cc(-c3cccc(F)c3)cnc2O[C@H]1CN(C)Cc1cccnc1	1

The listing continues.
SMILES	NSD2 inh
C[C@@H]1CCCCO[C@@H](CN(C)Cc2ccc(C(=O)O)cc2)[C@H](C)CN([C@@H](C)CO)C(=O)c2cc(NC(=O)Nc3ccc(F)cc3)ccc2O1	2
C[C@H](CO)N1C[C@H](C)[C@H](CN(C)Cc2ccc(Cl)c(Cl)c2)Oc2c(NC(=O)C3CCOCC3)cccc2C1=O	-4
C[C@H](CO)N1C[C@H](C)[C@@H](CN(C)Cc2ccc(C(=O)Nc3ccccc3N)cc2)Oc2ccc(NC(=O)c3ccncc3)cc2C1=O	6
C[C@@H]1CN([C@H](C)CO)C(=O)c2cc(NC(=O)CCCN(C)C)ccc2O[C@@H](C)CCCCO[C@@H]1CN(C)S(C)(=O)=O	7
Cc1noc(C)c1NC(=O)N(C)C[C@@H]1Oc2ccc(NC(=O)Nc3ccccc3)cc2CC(=O)N([C@@H](C)CO)C[C@H]1C	6
C[C@H]1CN([C@@H](C)CO)C(=O)c2cc(NC(=O)Cc3cn(C)c4ccccc34)ccc2O[C@H]1CN(C)C(=O)Nc1ccc(F)cc1	-5
CCN1CCC[C@H]1CNC(=O)c1c(O)c(Cl)cc(Cl)c1OC	-1
C[C@H]1CN([C@@H](C)CO)C(=O)c2cc(NC(=O)Nc3ccc4c(c3)OCO4)ccc2O[C@H]1CN(C)S(=O)(=O)c1ccc(Cl)cc1	-8
C[C@H](CO)N1C[C@H](C)[C@H](CN(C)C(=O)Nc2ccc(F)cc2)OCCCC[C@H](C)Oc2ccc(NC(=O)Nc3ccc(C(F)(F)F)cc3)cc2C1=O	-3
CCC(=O)N(C)C[C@H]1Oc2cc(C#CCOC)ccc2S(=O)(=O)N([C@H](C)CO)C[C@H]1C	-1
COc1ccc(S(=O)(=O)Nc2ccc3c(c2)C(=O)N([C@H](C)CO)C[C@@H](C)[C@H](CN(C)S(=O)(=O)c2ccc(OC)cc2)OCCCC[C@@H](C)O3)cc1	-4
COc1ccc(NC(=O)Nc2ccc3c(c2)CC(=O)N([C@@H](C)CO)C[C@@H](C)[C@H](CN(C)C(=O)NC2CCCCC2)O3)cc1	3
CCC(=O)N(C)C[C@@H]1Oc2cc(C#CC3CCCC3)ccc2S(=O)(=O)N([C@H](C)CO)C[C@H]1C	-4
CC(=O)N(C)C[C@@H]1Oc2ncc(-c3ccc(C(=O)N(C)C)cc3)cc2C(=O)N([C@@H](C)CO)C[C@@H]1C	-4
C[C@H](CO)N1C[C@H](C)[C@H](CN(C)Cc2ccc(C(F)(F)F)cc2)OCCCC[C@H](C)Oc2ccc(NS(=O)(=O)c3cn(C)cn3)cc2C1=O	-1
C[C@@H]1CN([C@@H](C)CO)C(=O)c2cc(N(C)C)ccc2O[C@@H]1CN(C)Cc1ccccc1	7
C[C@H]1CN([C@@H](C)CO)S(=O)(=O)c2ccc(-c3cccc(C#N)c3)cc2O[C@H]1CN(C)C(=O)Nc1ccccc1F	8
COc1nc(Nc2ccccc2)nc(OCC(F)(F)F)n1	1
CC(C)NC(=O)N(C)C[C@@H]1Oc2ccc(NC(=O)CCN3CCOCC3)cc2CC(=O)N([C@@H](C)CO)C[C@@H]1C	-4
C[C@@H]1CN([C@H](C)CO)C(=O)c2cc(NC(=O)C3CC3)ccc2O[C@@H]1CN(C)C(=O)Nc1ccc(F)cc1	-8
COc1ccc(NC(=O)N(C)C[C@H]2OCCCC[C@H](C)Oc3ccc(NC(=O)Nc4ccc(C(F)(F)F)cc4)cc3C(=O)N([C@@H](C)CO)C[C@H]2C)cc1	-2
C[C@H](O)C#Cc1cnc2c(c1)C(=O)N([C@@H](C)CO)C[C@H](C)[C@@H](CN(C)Cc1cncnc1)O2	5
C[C@H]1CN([C@@H](C)CO)C(=O)c2cc(C3=CCCCC3)cnc2O[C@H]1CN(C)C(=O)c1cccnc1	3
Cc1noc(C)c1S(=O)(=O)Nc1ccc2c(c1)C(=O)N([C@H](C)CO)C[C@H](C)[C@H](CN(C)C(=O)NC1CCCCC1)OCCCC[C@@H](C)O2	0
COC(=O)CCCCCCC(=O)N/N=C/c1ccccc1C(=O)O	0
CNC[C@@H]1Oc2c(NC(=O)c3cnccn3)cccc2C(=O)N([C@@H](C)CO)C[C@@H]1C	3
Cc1noc(C)c1NC(=O)N(C)C[C@@H]1Oc2ncc(C3=CCCCC3)cc2C(=O)N([C@@H](C)CO)C[C@@H]1C	5
Cc1noc(C)c1NC(=O)Nc1cccc2c1O[C@H](CN(C)Cc1ccc(Cl)c(Cl)c1)[C@H](C)CN([C@@H](C)CO)C2=O	-2
CC(C)NCC(O)COc1ccc(CC(N)=O)cc1 (configuration not stated)	2
CC1=C(SCCO)C(=O)c2ccccc2C1=O	3
CCC(=O)N(C)C[C@@H]1Oc2ncc(C#Cc3ccncc3)cc2C(=O)N([C@H](C)CO)C[C@@H]1C	3
CCCC[C@@H](O)c1cc(OC)cc(=O)o1	3
C[C@@H]1CCCCO[C@H](CN(C)Cc2ccncc2)[C@@H](C)CN([C@H](C)CO)C(=O)c2cc(NC(=O)CCCCCC(=O)Nc3ccccc3N)ccc2O1	-7
O=C(C[C@@H]1CC[C@@H](NC(=O)Nc2cc(F)ccc2F)[C@@H](CO)O1)NCc1ccncn1	1
CC1C(=O)C23CC(O)C4C(C)(C(=O)OC5OC(CO)C(O)C(O)C5O)CCCC4(C)C2(O)CCC1C3 (configuration not stated)	-19
Cc1noc(C)c1NC(=O)Nc1ccc2c(c1)CC(=O)N([C@H](C)CO)C[C@H](C)[C@H](CN(C)S(=O)(=O)c1cccs1)O2	-1
C[C@H](CO)N1C[C@H](C)[C@@H](CN(C)C(=O)Nc2ccc(C(F)(F)F)cc2)Oc2ccc(NS(=O)(=O)c3cccs3)cc2CC1=O	-3
C[C@@H]1CN([C@H](C)CO)C(=O)c2cc(C3=CCCC3)cnc2O[C@H]1CN(C)C(=O)Nc1ccccc1	-2
C[C@@H]1CN([C@@H](C)CO)C(=O)c2cccc(NS(=O)(=O)c3ccc(Cl)cc3)c2O[C@@H]1CN(C)S(=O)(=O)c1ccc(F)cc1	9
Cc1noc(C)c1NC(=O)N(C)C[C@@H]1Oc2ccc(NS(=O)(=O)c3ccc(Cl)cc3)cc2CC(=O)N([C@@H](C)CO)C[C@H]1C	0
COc1ccc(CN(C)C[C@H]2OCCCC[C@H](C)Oc3ccc(NC(=O)C4CCCCC4)cc3C(=O)N([C@H](C)CO)C[C@@H]2C)cc1	2
CNC[C@@H]1Oc2c(NC(=O)c3ccncc3)cccc2C(=O)N([C@H](C)CO)C[C@@H]1C	-5
C[C@H](CO)N1C[C@H](C)[C@H](CN(C)S(=O)(=O)c2ccc(Cl)cc2)Oc2ccc(NC(=O)CCCCCC(=O)Nc3ccccc3N)cc2C1=O	-7
CN(C)CC(=O)Nc1ccc2c(c1)[C@@H]1C[C@H](CC(=O)NCc3cc(F)ccc3F)O[C@@H](CO)[C@@H]1O2	-6
C[C@@H]1CN([C@H](C)CO)S(=O)(=O)c2ccc(/C=C/c3ccccc3)cc2O[C@H]1CN(C)C(=O)Nc1cc(F)ccc1F	-7
COc1ccc(-c2ccc3c(c2)O[C@H](CN(C)C)[C@@H](C)CN([C@@H](C)CO)S3(=O)=O)cc1	-3
CNC[C@H]1Oc2c(NC(=O)c3cnccn3)cccc2C(=O)N([C@@H](C)CO)C[C@@H]1C	-3
C[C@@H]1CN([C@@H](C)CO)C(=O)c2cc(NC(=O)Nc3ccccc3)ccc2O[C@@H](C)CCCCO[C@H]1CN(C)CC1CCCCC1	6
C[C@H]1CN([C@@H](C)CO)C(=O)c2ccccc2-c2ccccc2CO[C@@H]1CN(C)S(=O)(=O)c1ccc(C#N)cc1	0
C[C@@H]1CN([C@@H](C)CO)C(=O)c2cccc(NC(=O)c3ccc(-c4nccs4)cc3)c2O[C@@H]1CN(C)Cc1ccc(Oc2ccccc2)cc1	9
Cc1noc(C)c1NC(=O)Nc1cccc2c1O[C@@H](CN(C)Cc1ccc3c(c1)OCO3)[C@@H](C)CN([C@H](C)CO)C2=O	2

These rows are one share of the data; the hit share may differ from the screen's.
